Compound activity (PubChem BioAssay)
hcDAF12 agonist: activates DAF-12 receptor from parasite H. contortus; HEK293 hcDAF-12 lit1-tk-luc reporter, luminescence; 0% DMSO, 100% Δ7-dafachronic acid; activation, % at 6.8 µM; hit rate 1.4% among 370,000;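 active = activation above the mean of all tested compounds plus 3 SD, cut at about 5.5% in these data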;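 also: 100% = response to 3 µM Δ7-dafachronic acid high control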
ADAM17 inh: ADAM17 inhibition, QFRET primary screen | AID 720648 | P78536 | hit rate 0.83% among 370,000 | recombinant ADAM17, EDANS/DABCYL FRET peptide cleavage | inhibition, % at 6.95 µM;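 active = inhibition above the mean of compounds lying between control limits plus 3 SD, set per campaign, cut at about 8.5% in these data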;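 also: 0% = DMSO-only wells as the low control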
DAX1 inh-1: inhibits human nuclear receptor DAX1 | AID 504766 | P51843 | inhibition, % at 6.75 µM | HEK293 Gal4-DAX1 luciferase reporter, luminescence | hit rate 0.99% among 340,000;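 active = inhibition above the mean over all tested compounds plus 3 SD, cut at about 4.2% in these data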;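 also: 0% = DAX1-transfected cells with DMSO and 100% = empty-vector control cells with DMSO; inhibition shows as a rise in luminescence from relieved DAX1 repression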
PLC-beta3 inh: blocks human PLC-beta3 enzyme activity; Q01970; Purified PLC-beta3, fluorogenic substrate, fluorescence; inhibition, % at 12.2 µM; hit rate 0.18% among 370,000; AID 720704; in the data active = inhibition above about 11%;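 also: 0% = median of compound wells on plate and 100% = full blocker control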
PLCg1 inh: PLC-gamma1 (human) inhibition, primary screen | inhibition, % at 12.2 µM | purified PLC-gamma1, fluorogenic substrate, fluorescence | P19174 | hit rate 0.84% among 370,000; in the data active = inhibition above about 9.5%
Target sequence (P19174 whole entry, looked up): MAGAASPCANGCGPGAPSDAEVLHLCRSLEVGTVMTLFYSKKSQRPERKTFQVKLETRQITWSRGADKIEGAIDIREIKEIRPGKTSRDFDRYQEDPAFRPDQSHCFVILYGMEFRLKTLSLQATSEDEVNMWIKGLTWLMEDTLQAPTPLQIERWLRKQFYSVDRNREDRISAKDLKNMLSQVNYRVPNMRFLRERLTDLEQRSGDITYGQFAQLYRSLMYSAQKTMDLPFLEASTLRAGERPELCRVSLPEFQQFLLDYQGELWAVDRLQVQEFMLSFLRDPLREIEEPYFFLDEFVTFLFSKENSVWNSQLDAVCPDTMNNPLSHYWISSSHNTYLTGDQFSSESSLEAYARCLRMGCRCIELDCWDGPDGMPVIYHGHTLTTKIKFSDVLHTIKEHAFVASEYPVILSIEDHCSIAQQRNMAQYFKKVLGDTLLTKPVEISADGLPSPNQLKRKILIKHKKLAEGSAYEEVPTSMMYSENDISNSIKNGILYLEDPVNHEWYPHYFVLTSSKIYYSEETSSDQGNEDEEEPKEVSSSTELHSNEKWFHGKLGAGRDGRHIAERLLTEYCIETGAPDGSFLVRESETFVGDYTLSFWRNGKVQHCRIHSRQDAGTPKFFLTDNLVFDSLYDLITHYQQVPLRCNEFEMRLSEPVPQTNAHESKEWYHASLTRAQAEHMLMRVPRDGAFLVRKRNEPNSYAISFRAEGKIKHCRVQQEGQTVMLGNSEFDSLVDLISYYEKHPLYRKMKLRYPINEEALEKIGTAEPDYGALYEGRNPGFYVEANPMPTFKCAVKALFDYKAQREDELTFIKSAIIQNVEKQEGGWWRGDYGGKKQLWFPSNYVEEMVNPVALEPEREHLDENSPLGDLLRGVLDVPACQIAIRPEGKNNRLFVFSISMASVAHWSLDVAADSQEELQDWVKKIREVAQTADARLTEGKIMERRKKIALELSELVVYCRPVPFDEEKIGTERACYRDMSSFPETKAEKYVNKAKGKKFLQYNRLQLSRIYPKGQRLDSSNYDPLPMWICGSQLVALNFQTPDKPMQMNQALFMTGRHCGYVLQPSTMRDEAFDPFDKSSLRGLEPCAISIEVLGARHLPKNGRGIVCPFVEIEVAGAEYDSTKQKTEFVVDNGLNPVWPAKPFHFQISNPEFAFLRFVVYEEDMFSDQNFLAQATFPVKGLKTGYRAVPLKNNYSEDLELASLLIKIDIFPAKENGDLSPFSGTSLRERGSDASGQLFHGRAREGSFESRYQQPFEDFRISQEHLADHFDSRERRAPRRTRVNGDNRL
ssDAF12 agonist: activates DAF-12 receptor from parasite S. stercoralis. hit rate 1% among 370,000. activation, % at 6.8 µM. HEK293 ssDAF-12/GRIP1 lit1-tk-luc reporter, luminescence; % of 3 µM dafachronic acid response;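 active = activation above the mean over all tested compounds plus 3 SD, cut at about 0.9% in these data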;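 also: 0% = DMSO-only wells and 100% = 3 µM delta7-dafachronic acid wells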
SMARCA2 act: increases SMARCA2 function in MMTV reporter cells | MG213 cells, MMTV-luciferase reporter, dexamethasone, overnight | activation, % at 9.1 µM | hit rate 1% among 370,000; in the data active = activation above about 7.8%;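 also: 0% = vehicle wells and 100% = reference activator wells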
MBD2 DNA inh: blocks human MBD2 binding to methylated DNA; Q9UBB5; TR-FRET, MBD2 binding to methylated oligonucleotide; inhibition, % at 4.4 µM; hit rate 0.31% among 370,000; in the data active = inhibition above about 13%
Rev-erbA mod: modulates human Rev-erb alpha binding to DNA; P20393; Rev-erbα–FITC-DNA binding, fluorescence polarization, 90 min; activity, % at 10 µM; hit rate 0.79% among 370,000;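 active = activity above about 14%, limit read from the data; passing the limit was not always enough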;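 also: 0% = DMSO wells with 35 nM protein and 100% = DMSO wells with 750 nM protein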
hgDAF-12 ag: activates the H. glycines DAF-12 receptor ligand-binding domain; HEK293 GAL4-hgDAF12 UAS-luciferase reporter, agonist luminescence; normalized to butyrate control; activation, % at 6.8 µM; AID 687014; hit rate 1.8% among 370,000;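 active = activation above a cutoff set at the mean of all screened compounds plus 3 SD, cut at about 10% in these data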;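 also: 0% = DMSO wells and 100% = sodium butyrate wells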
DAX1 inh-2: blocks DAX1 repression of SF-1 activated StAR promoter. AID 652010. HEK293T StAR-luciferase reporter, SF-1/DAX-1 repression relief. inhibition, % at 6.8 µM. hit rate 1.1% among 370,000;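 active = inhibition above the mean over all tested compounds plus 3 SD, cut at about 3.6% in these data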;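 also: 0% = DAX-1 cells with DMSO and 100% = cells lacking DAX-1 with DMSO; higher inhibition means more luminescence from relief of DAX-1 repression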
Active calls of the source: *; / = not tested or not shown.

SMILES	hcDAF12 agonist	ADAM17 inh	DAX1 inh-1	PLC-beta3 inh	PLCg1 inh	ssDAF12 agonist	SMARCA2 act	MBD2 DNA inh	Rev-erbA mod	hgDAF-12 ag	DAX1 inh-2
Cc1nc2ccccc2n1CC(=O)NN	-0.8	0	-0.5	0	-2	-1.5	-2	-3	6	0.6	-1.2
O=C(c1cccc(S(=O)(=O)Nc2ccccc2Cl)c1)N1CCN(c2ccccc2O)CC1	-0.6	-3	-0.5	2	1	-1.1	2	3	-4	0.0	-0.6
O=C(NCC1CCCO1)C1CCN(S(=O)(=O)c2ccccc2)CC1 (stereo not drawn)	-0.2	-3	-1.5	-4	0	-1.0	-2	0	2	-0.6	0.6
CN(C)S(=O)(=O)c1ccc(Cl)c(C(=O)NCC2CCCCC2)c1	-1.9	0	-0.2	-3	1	-1.0	0	-2	-3	2.0	-0.1
COc1ccc(/C=C2\CCc3ccccc3C2=O)cc1CN1CCOCC1	-1.2	-8	2.0	-9	-7	-1.8	3	-2	5	-1.0	0.4
CCCc1c(O)nc(SCC(=O)O)[nH]c1=O	-1.5	-2	0.5	-5	3	-1.4	1	-5	-3	0.6	0.1
Cc1ccc(C(=O)OCC(=O)Nc2cccc(S(=O)(=O)N3CCCCC3)c2)o1	-0.2	-3	0.1	-5	3	-1.1	-1	1	-4	1.1	0.8
O=C(NC(N1CCOCC1)C(Cl)(Cl)Cl)c1cc([N+](=O)[O-])cc([N+](=O)[O-])c1 (stereo not drawn)	-1.9	-2	0.5	1	0	-0.9	-1	0	1	-2.8	-0.4
CCCN(C)C1CN(Cc2cn(Cc3ccc(OC)cc3)nn2)S(=O)(=O)C1 (stereo not drawn)	0.6	0	/	4	1	-1.5	6	0	-4	-0.5	-0.2
CCOC(=O)N1CCC(N(CCN(C)C)C(=S)Nc2cc(C)ccc2C)CC1	-2.6	-1	0.1	1	0	-0.7	0	0	-2	-0.6	0.0
C[C@@]12CCC3[C@@](CCC4[C@@]3(C)CCC[C@@]4(C)C(=O)O)(CC1=O)C2 (stereo partly drawn)	-0.6	1	-0.4	2	4	-0.8	1	1	-3	-0.8	-0.2
CCC(C)Oc1cccc(C(=O)Nc2ccccc2N2CCOCC2)c1 (stereo not drawn)	-1.9	3	0.0	-4	-13	-1.2	0	-1	2	-0.4	-0.5
Cc1ccc(S(=O)(=O)N(CC(=O)Nc2ccccc2)C(=O)N2CCN(C)CC2)cc1	-0.3	-7	0.0	1	2	-0.8	-1	-7	-8	-0.2	0.3
Cc1cc2c3c([nH]c2cc1S(=O)(=O)NCc1ccc(CN2CCCCCC2)o1)CC(C)(C)CC3=O	-0.6	-3	0.2	-8	-3	-0.8	3	3	1	-2.2	0.1
COc1ccc(NC(=O)c2ccc(S(=O)(=O)N3CCOCC3)o2)cc1	-1.5	-1	0.3	-3	0	-1.9	0	0	-2	0.5	-0.2
Cc1nn(CC(=O)NCCCc2ccccc2)c(=O)c2cc3occc3n12	-0.7	-4	0.7	-11	-2	-1.1	1	-2	-4	-1.8	2.6
COc1ccc(NC(=O)CS(=O)c2cccc(Cl)c2)cc1 (stereo not drawn)	-0.5	-6	0.1	-6	2	-1.2	-1	4	-1	1.4	0.9
O=C(c1ccoc1)N1CCCC(N2CCN(c3ccc(F)cc3)CC2)C1 (stereo not drawn)	3.0	-4	0.7	-4	-1	-1.0	0	3	5	0.6	-0.8
Cc1cc(C)cc(-n2ncc3c2CCCC3NC(=O)c2csnn2)c1 (stereo not drawn)	-4.0	2	1.0	0	2	-0.6	2	4	1	3.7	4.5*
CC1=NN(Cc2ccccc2)C(=O)C1C(c1ccncc1)C(C#N)C#N (stereo not drawn)	-0.8	-4	1.6	-10	-1	-1.4	-1	-2	6	1.6	-0.3
CCNC(=O)N1CCCC(C(=O)c2ccc(-c3ccccc3)cc2)C1 (stereo not drawn)	1.3	0	-0.9	-4	0	-2.0	4	-6	-3	1.9	-0.1
Cc1cccc2c1cnn2C(=O)CCC(=O)N1CCC(C)CC1	-0.6	-1	1.7	2	5	-1.6	0	1	3	-0.3	0.2
O=C1CC(c2nc3ccccc3[nH]2)CN1c1cccc(C(F)(F)F)c1 (stereo not drawn)	-2.8	1	-1.4	-2	5	-1.2	-2	5	-5	-2.9	-2.5
O=C(NNC(=O)c1ccc(-n2cncn2)c([N+](=O)[O-])c1)c1cccc(Cl)c1	-0.1	0	2.6	2	-1	-1.2	1	-3	-3	-0.6	-0.5
CC(=O)Cn1cnc2sc(-c3ccccc3)cc2c1=O	2.8	-2	0.8	-7	-5	-0.8	3	-1	4	11*	2.3

(more compounds)
SMILES	hcDAF12 agonist	ADAM17 inh	DAX1 inh-1	PLC-beta3 inh	PLCg1 inh	ssDAF12 agonist	SMARCA2 act	MBD2 DNA inh	Rev-erbA mod	hgDAF-12 ag	DAX1 inh-2
CCCc1nc2ccc(C)cn2c1Cc1ccccc1OC	3.5	-22	/	-18	-12	-0.1	0	10	-4	0.9	-1.3
CC1=NN(c2ccccc2)C(=O)C1=Cc1ccccc1	-1.0	-4	0.7	5	10*	-1.1	-4	5	-5	0.9	0.4
CC(C)(C)n1nnnc1C(c1cc2ccccc2o1)N1CCCC1 (stereo not drawn)	1.1	4	/	4	8	0.2	-5	3	1	2.0	0.0
Cn1c(Cc2cccc3ccccc23)nnc1SCc1ccc([N+](=O)[O-])cc1	-1.7	4	-0.2	1	3	-1.4	0	1	-7	-0.8	-0.9
Cc1cc(OCC(=O)N(C)Cc2ccccc2)ccc1Br	-0.8	0	0.6	-3	-1	-0.4	3	0	0	5.2	-0.8
COc1ccc(C2(c3ccc(OC)cc3)NC(=O)N(CC(=O)NC3(C#N)CCCCC3)C2=O)cc1	-1.4	-1	-0.5	-2	0	-1.3	-3	5	-2	-0.7	0.2
CC(=O)Oc1ccc2occ(/C=N/c3cc(=O)[nH]c(=S)[nH]3)c(=O)c2c1	0.8	-1	-0.2	6	5	-0.7	1	-1	0	0.9	-0.1
Cn1c(=O)c(C(=O)c2ccc(S(C)(=O)=O)c(Cl)c2Cl)c(O)c2ccccc21	1.3	-1	0.7	-2	1	-0.9	-4	5	-2	-0.5	-0.2
O=C(COc1ccc2ccccc2c1)NNC(=O)c1cccs1	0.5	0	0.6	-2	-1	0.0	-2	5	0	-0.3	0.3
O=S1(=O)CCN(Cc2cccnc2)CC1	-0.8	-2	1.0	1	-1	-1.3	-2	0	-5	-1.9	0.3
CCCn1c(=O)c2ccccc2n2c(SCCOc3ccc(OC)cc3)nnc12	-1.3	-3	0.2	2	-1	-1.2	-4	-1	-5	1.2	0.8
COc1cc(S(=O)(=O)n2nc(C)cc2C)ccc1Cl	-0.1	-2	-1.0	-4	1	-1.7	-1	0	-3	-0.3	0.0
CCN(CC)CCN(C(=O)/C=C/c1cccs1)c1nc2ccc(C)cc2s1	-1.3	-6	-0.6	-23	-8	-0.3	-4	5	-1	-0.3	-1.5
CC1(C(=O)Nc2ccccc2Cc2ccccc2)CCN1CCc1ccccc1 (stereo not drawn)	-0.9	1	/	1	0	-0.7	-2	2	4	1.5	-0.2
CCOC(=O)c1nnn(-c2ccc(OC)cc2)c1N	0.7	4	-0.4	4	3	-0.7	2	-7	2	3.3	-0.3
NCc1ccccc1	-0.5	-2	-0.1	0	0	-0.7	0	0	-4	-0.3	0.4
CN(C)c1ccc(/C=N/NC(=O)c2ccc(Cn3cc(Br)cn3)o2)cc1	-1.2	-6	1.5	-200	-207	-0.5	-1	-5	6	5.9	1.7
COc1cccc(C(=O)NNC(=O)c2cccc3ccccc23)c1	2.7	-1	0.1	3	4	0.0	6	7	0	-0.4	3.1
Cc1ccc(S(=O)(=O)NCc2nc(-c3ccccc3)no2)cc1	-0.5	-1	0.3	-10	-1	-1.1	-2	2	-5	-1.9	-1.1
COCc1cn(CC(C)n2c(=O)c3ccccc3n2Cc2cc(C(C)C)no2)nn1 (stereo not drawn)	-1.5	-61	/	-31	-28	-0.8	-3	-1	-4	-1.9	-0.4
CC(=NNC(=S)Nc1cccc(C)c1)c1ccccn1	-0.6	1	-4.3	0	-1	-1.0	-1	-1	5	2.0	-5.7
CC(Cc1ccccc1)NC(=O)CSc1nc2nc3c(cc2c(=O)n1-c1ccccc1)COC(C)(C)C3 (stereo not drawn)	-1.4	-3	-0.4	2	-1	-1.5	0	2	2	-1.9	-0.9
COC(=O)c1cn(NC(=O)c2ccc(F)cc2)c(=O)c2ccccc12	0.7	1	-1.2	-1	6	-1.0	-3	1	1	0.7	-0.9
CC1(C)CC(=O)C=C(NC2=CC3OC(c4ccccc4)OCC3OC2=O)C1 (stereo not drawn)	0.8	-16	-0.5	-33	-34	-1.5	4	0	-7	-6.5	-0.4
Cc1c(C(=O)N2CCOCC2)c(S(=O)(=O)Nc2ccc(Br)cc2F)c(C)n1C	-0.2	-3	0.9	-5	5	-0.3	7	0	-3	1.7	-0.4

(next part)
SMILES	hcDAF12 agonist	ADAM17 inh	DAX1 inh-1	PLC-beta3 inh	PLCg1 inh	ssDAF12 agonist	SMARCA2 act	MBD2 DNA inh	Rev-erbA mod	hgDAF-12 ag	DAX1 inh-2
Cc1cccc(C(=O)N2CCC(=O)N(C(COCc3ccccc3)Cc3ccccc3)CC2)c1 (stereo not drawn)	-3.0	3	1.0	1	15*	-1.1	-2	2	-4	2.4	-0.7
COc1ccc(/C=C/c2nnc(NC(=O)COc3ccc(C)cc3)s2)cc1	-0.9	-11	-1.1	-31	-23	-0.8	1	-1	-2	1.2	-0.4
Cc1cccn2c(=O)nc(SCC(=O)N3CCOCC3)nc12	0.1	-9	0.2	-6	0	-0.5	0	0	-2	0.0	2.3
COc1ccc(CNC(=O)c2cc(=O)c3c(C)cc(C)cc3o2)cc1	-1.9	-3	1.0	-4	-1	-1.2	0	1	-2	1.3	0.1
CCc1ccc(N(CC(=O)NCc2ccco2)C(=O)CCC(=O)Nc2ccccn2)cc1	-1.9	-1	2.7	1	0	-0.8	4	-3	1	0.6	0.2
CC(C)(C)c1cc(C(F)(F)F)nc(SCCCNC(=O)c2ccco2)n1	5.0	2	-0.5	-2	7	-1.1	-2	-1	0	-3.7	-1.4
COc1ccc(NC2CCCN(C(=O)c3cccs3)C2)cc1 (stereo not drawn)	-1.4	-4	2.3	-9	1	-0.9	-3	0	3	2.0	-0.5
Cc1ccc(CNC(=O)C2CCN(S(=O)(=O)c3ccc4c(c3)OCCCO4)CC2)cc1	2.4	-1	0.1	-1	2	-1.8	2	2	-3	-2.1	-0.5
COC(=O)c1ccc(CN(c2ccccc2OC)S(=O)(=O)c2cccs2)o1	-0.1	-4	-0.6	-3	-2	-1.6	0	6	4	2.5	-1.1
COc1ccc(-c2csc(N3C(=O)C4C5c6ccccc6C(c6ccccc65)C4C3=O)n2)cc1 (stereo not drawn)	-0.2	-2	0.7	-3	2	-1.2	-4	-1	3	-0.9	-0.1

Printed as active in DAX1 inh-2 (from the list above):
compound	hcDAF12 agonist	ADAM17 inh	DAX1 inh-1	PLC-beta3 inh	PLCg1 inh	ssDAF12 agonist	SMARCA2 act	MBD2 DNA inh	Rev-erbA mod	DAX1 inh-2
Cc1cc(C)cc(-n2ncc3c2CCCC3NC(=O)c2csnn2)c1 (stereo not drawn)	-4.0	2	1.0	0	2	-0.6	2	4	1	4.5*

Not a hit list; any-hit rate near 7.4%.
